Source: PubChem
Shiga inhibitor: blocks Shiga toxin action in Vero cells; inhibition, % at 38.7 µM; AID 2315; 290,000 compounds, 9.2% hits; Vero cells, Shiga toxin protein synthesis inhibition reporter; in the data active = inhibition mostly above about 28%, no sharp cut-off; inactive = mostly below about 43%; also: 0% is about no effect
TbPYK inhibitor: blocks Trypanosoma brucei pyruvate kinase; AID 624173; 410,000 compounds, 0.12% hits; Q57TT1; TbPYK enzyme, Kinase-Glo Plus ATP luminescence, 45 min; Potency, µM (top dose mostly 76.8 µM), without a hit: at the top dose activity, negative = inhibition, hits mostly inhibitors; also: potency is read from the fitted curve at half-maximal effect; % is scaled to controls: 0 for no effect and ±100 for the full control effect; nearly all actives have a fitted effect of over 50% in size
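Screened from lowest to highest concentration, compounds were pinned into TbPYK/substrate mixtures, and ADP (130 uM final) was added. Plates sat at room temperature for 45 min prior to Kinase-Glo Plus detection by luminescence.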
AmpC no deterg: inhibitors of E. coli AmpC beta-lactamase without detergent; P00811; AmpC nitrocefin hydrolysis, absorbance 480 nm, 0.0001% Triton; Potency, µM (top dose mostly 57.1 µM), for the others: at the highest dose activity change, negative = inhibition, actives largely listed as inhibitors; 330,000 compounds, 0.52% hits;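 also: potency is read from the fitted curve at half-maximal effect; plate controls were no compound for no effect and no enzyme for full effect; nearly all actives have a fitted effect of over 20% in size; some results filed as inactive show a strong effect at the top dose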
Target sequence (P00811 whole entry, looked up): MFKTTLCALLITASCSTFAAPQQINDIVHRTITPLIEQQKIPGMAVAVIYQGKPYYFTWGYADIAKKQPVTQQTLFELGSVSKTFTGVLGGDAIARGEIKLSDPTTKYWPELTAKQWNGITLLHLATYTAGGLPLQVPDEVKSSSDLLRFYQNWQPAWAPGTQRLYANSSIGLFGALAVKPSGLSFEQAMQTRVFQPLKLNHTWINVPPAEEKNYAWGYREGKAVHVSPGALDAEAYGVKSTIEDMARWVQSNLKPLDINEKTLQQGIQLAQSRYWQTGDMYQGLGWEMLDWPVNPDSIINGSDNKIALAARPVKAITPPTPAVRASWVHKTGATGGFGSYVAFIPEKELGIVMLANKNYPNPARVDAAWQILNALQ
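AmpC (5.3 nM in the dispensed reagent) in 20 mM phosphate pH 7.0 with 0.01% (detergent screen) or 0.0001% Triton X-100 was preincubated with compounds for 15 min at room temperature. Nitrocefin was then added from an 800 uM solution, and hydrolysis was followed at 480 nm.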
LmPK inhibitor: blocks Leishmania mexicana pyruvate kinase activity | Q27686 | purified LmPK, Kinase-Glo ATP luminescence, 1 h | Potency, µM (titrated, usually from 57.5 µM), for the others: top-dose activity change, negative = inhibition, hits mostly inhibitors | 290,000 compounds, 0.37% hits; also: potency is read from the fitted curve at half-maximal effect; % is scaled to controls: 0 for no effect and ±100 for the full control effect
Target sequence (Q27686 whole entry, looked up): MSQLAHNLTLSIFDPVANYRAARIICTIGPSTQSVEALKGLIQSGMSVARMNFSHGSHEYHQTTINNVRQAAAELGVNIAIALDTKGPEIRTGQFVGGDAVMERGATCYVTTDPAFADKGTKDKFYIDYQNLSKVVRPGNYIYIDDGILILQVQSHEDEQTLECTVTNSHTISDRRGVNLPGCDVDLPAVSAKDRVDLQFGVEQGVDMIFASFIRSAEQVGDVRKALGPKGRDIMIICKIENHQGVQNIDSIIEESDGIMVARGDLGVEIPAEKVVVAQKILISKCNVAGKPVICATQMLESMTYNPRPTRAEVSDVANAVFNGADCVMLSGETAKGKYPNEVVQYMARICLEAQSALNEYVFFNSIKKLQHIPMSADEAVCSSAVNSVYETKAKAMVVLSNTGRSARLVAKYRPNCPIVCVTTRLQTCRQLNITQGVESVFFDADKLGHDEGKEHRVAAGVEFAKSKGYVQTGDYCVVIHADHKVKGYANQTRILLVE
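In 50 mM imidazole pH 7.2 with 7 mM MgCl2, LmPK (0.1 nM) turned over PEP (0.5 mM) and ADP (0.1 mM) for 1 h at room temperature. Luciferase read-out of ATP.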
Pf growth 96h: P. falciparum growth inhibition at 96 hours | 320,000 compounds, 6.9% hits | Potency, µM (series often up to 28.7 µM), for the others: top-dose activity change, negative = inhibition, usual class: inhibitors | P. falciparum luciferase reporter growth, 96 h; also: potency is read from the fitted curve at half-maximal effect; % is scaled to controls: 0 for no effect and ±100 for the full control effect
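Erythrocytes infected with luciferase-expressing P. falciparum were dispensed at 2% hematocrit and 0.05% parasitemia (final), then incubated with compounds 96 hours at 37 C in 5% CO2. Luminescence after detection reagent addition reported growth.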
Cycloheximide cs: affects cycloheximide protein synthesis inhibition readout, counter-screen | cell reporter, cycloheximide protein synthesis inhibition counterscreen | max response, % | 300,000 compounds, 12% hits; in the data active = max response mostly above about 13%, no sharp cut-off; inactive = mostly below about 14%; also: read at 38.3 µM for the half of the compounds with a filed dose; 0% is about no effect
Pf growth 48h: P. falciparum growth inhibition at 48 hours (one generation); P. falciparum luciferase growth in erythrocytes, 48 h; Potency, µM (titrated, usually from 28.7 µM), for the others: top-dose activity change, negative = inhibition, hits mostly inhibitors; 310,000 compounds, 5.9% hits; also: potency is read from the fitted curve at half-maximal effect; % is scaled to controls: 0 for no effect and ±100 for the full control effect
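Read-out is firefly luciferase luminescence from an integrated reporter in P. falciparum, so falling signal marks reduced parasite growth. Infected erythrocytes were at 2% hematocrit and 0.1% parasitemia (final) in Albumax-supplemented RPMI 1640.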
* = called active by the depositor; & = joins results of further samples; [ ] = another dose, or the depositor's remark. Unless noted, calls follow the shape of the dose curve; as a rule, active = well fitted curve in the direction sought with a large enough effect; inconclusive = small, poorly fitted or top-dose-only effect, or another doubt; inactive = no such curve, though single readings can be large; an effect the other way counts as inactive or inconclusive.

How did CCN(CC)S(=O)(=O)c1cc(C)c(C)cc1OCC(=O)NC1CCCC1 do in these assays?
Shiga inhibitor: -7.8; TbPYK inhibitor: -9.6%; AmpC no deterg: 111.2%[activator]; LmPK inhibitor: -4.9%; Pf growth 96h: 9.0%; Cycloheximide cs: 0.0; Pf growth 48h: inconclusive

How did CC(=O)NNC(=S)NC(=O)c1ccc(C)cc1 do in these assays?
Shiga inhibitor: 4.9; TbPYK inhibitor: -7.1%; AmpC no deterg: -9.0%; LmPK inhibitor: 1.8%; Pf growth 96h: inconclusive; Cycloheximide cs: -1.8; Pf growth 48h: 10.5%

How did O=C(CC1CCCC1)N1CCCC(Nc2cccc(F)c2)C1 (centres undefined) do in these assays?
Shiga inhibitor: -2.6; TbPYK inhibitor: -0.5%; AmpC no deterg: 53.8%; LmPK inhibitor: -3.1%; Pf growth 96h: inconclusive; Cycloheximide cs: -4.6; Pf growth 48h: inconclusive

Results for CCCNC(=O)COC(=O)c1ccccc1OCC(=O)Nc1ccc(Br)cc1 ?
Shiga inhibitor: -8.0; TbPYK inhibitor: 0.5%; AmpC no deterg: -20.7%; LmPK inhibitor: -0.6%; Pf growth 96h: -7.7%; Cycloheximide cs: -5.3; Pf growth 48h: -6.1%

What do the screens show for `Cc1cc(C)cc(NC(=O)CC23CC4CC(C2)CC(n2nnc(C)n2)(C4)C3)c1`?
Shiga inhibitor: -12.0; TbPYK inhibitor: 3.6%; AmpC no deterg: 23.4%; LmPK inhibitor: -2.1%; Pf growth 96h: -22.2%; Cycloheximide cs: -1.0; Pf growth 48h: inconclusive

How did O=C(c1ccccc1Cl)N1CCN(C(=O)C2CCCO2)CC1 (centres undefined) do in these assays?
TbPYK inhibitor: 4.0%; AmpC no deterg: -8.8%; Pf growth 96h: 34.0%[activator]; Pf growth 48h: inconclusive

What do the screens show for `COC(=O)c1ccccc1NC(=O)c1cc(C)no1`?
Shiga inhibitor: -4.7; TbPYK inhibitor: -0.9%; AmpC no deterg: -19.3%; LmPK inhibitor: 0.0%; Pf growth 96h: 4.6%; Cycloheximide cs: -4.8; Pf growth 48h: inconclusive

What do the screens show for `CCN(CC(=O)Nc1cc(Cl)ccc1C)C(=O)CSCc1ccccc1`?
TbPYK inhibitor: -0.8%; AmpC no deterg: 17.6%; Pf growth 96h: inconclusive; Pf growth 48h: inconclusive

What do the screens show for `CSc1ncccc1C(=O)NCc1ccc(C)cc1`?
Shiga inhibitor: -14.4; TbPYK inhibitor: 2.0%; AmpC no deterg: -4.2%; LmPK inhibitor: 11.5%; Pf growth 96h: 1.7%; Cycloheximide cs: 7.9

Results for COc1cccc(CNC(=O)C2CCN(S(=O)(=O)c3cnc[nH]3)CC2)c1 ?
Shiga inhibitor: -22.5; TbPYK inhibitor: 0.8%; AmpC no deterg: -10.5%; LmPK inhibitor: 0.2%; Pf growth 96h: inconclusive; Cycloheximide cs: 0.5; Pf growth 48h: -5.3%

How did CC1CCN(c2ccc3nnc(CCC(=O)N4CCN(c5ccc(F)cc5)CC4)n3n2)CC1 do in these assays?
Shiga inhibitor: -3.0; TbPYK inhibitor: 5.3%; AmpC no deterg: 122.1%[activator]; LmPK inhibitor: -2.2%; Pf growth 96h: -16.6%; Cycloheximide cs: -1.8; Pf growth 48h: 5.22µM*

Results for CCc1cc(=O)oc2cc(OCC(=O)O)c(Cl)cc12 ?
Shiga inhibitor: -2.4; TbPYK inhibitor: 3.0%; AmpC no deterg: 1.5%; LmPK inhibitor: -9.1%; Cycloheximide cs: -1.4; Pf growth 48h: 7.4%

Results for O=C(CSc1nnc(-c2cccs2)n1-c1ccccc1)N1CCN(C(=O)c2ccco2)CC1 ?
Shiga inhibitor: 1.5; AmpC no deterg: 42.3%; LmPK inhibitor: 3.3%; Pf growth 96h: inconclusive; Cycloheximide cs: -1.0; Pf growth 48h: -13.2%

What do the screens show for `CC(C)n1cc(CN2CCC(Oc3ccc(C(=O)N4CCCCC4)cc3)CC2)cn1`?
Shiga inhibitor: -16.6; TbPYK inhibitor: 1.4%; AmpC no deterg: 15.7%; LmPK inhibitor: 3.3%; Pf growth 96h: inconclusive; Cycloheximide cs: -4.9; Pf growth 48h: -16.6%

How did Cc1ccc(C(=O)N(Cc2ccccc2)C(C)(C)C)cc1C do in these assays?
Shiga inhibitor: 19.4; TbPYK inhibitor: -5.8%; AmpC no deterg: 2.2%; LmPK inhibitor: 3.8%; Pf growth 96h: inconclusive; Cycloheximide cs: -3.1; Pf growth 48h: -15.7%

What do the screens show for `CCCCc1ccc(-c2csc(/C(C#N)=C/c3ccc(C)o3)n2)cc1`?
Shiga inhibitor: -4.5; TbPYK inhibitor: 3.3%; AmpC no deterg: -20.8%; LmPK inhibitor: 1.1%; Pf growth 96h: inconclusive; Cycloheximide cs: -1.4; Pf growth 48h: 9.6%

What do the screens show for `Cc1ccccc1C(=O)NC[C@@H]1CCCN2CCCC[C@H]12`?
Shiga inhibitor: -6.1; TbPYK inhibitor: 4.0%; AmpC no deterg: -5.8%; LmPK inhibitor: 2.5%; Pf growth 96h: 21.6%; Cycloheximide cs: 7.2; Pf growth 48h: 17.2%

Results for COC(=O)c1ccc(C(=O)OC)c(NC(=O)C(C)C)c1 ?
Shiga inhibitor: -10.1; TbPYK inhibitor: -2.2%; AmpC no deterg: -15.6%; LmPK inhibitor: -1.0%; Pf growth 96h: 247.5%[activator]; Cycloheximide cs: -3.1; Pf growth 48h: 9.8%

Results for CCc1nnc(NS(=O)(=O)c2ccc(NC(=O)c3cc4ccccc4oc3=O)cc2)s1 ?
Shiga inhibitor: -17.0; AmpC no deterg: -12.2%; LmPK inhibitor: -0.5%; Pf growth 96h: -9.5%; Cycloheximide cs: 0.7; Pf growth 48h: 3.6%

How did CC(=O)C1=C(O)C(=O)N(CCO)C1c1ccccc1 (centres undefined) do in these assays?
Shiga inhibitor: -8.1; TbPYK inhibitor: 3.7%; AmpC no deterg: -20.4%; LmPK inhibitor: -2.0%; Pf growth 96h: 248.3%[activator]; Cycloheximide cs: -4.1; Pf growth 48h: 20.7%

Compounds from the list above that have fluorine (2):
How did O=C(CC1CCCC1)N1CCCC(Nc2cccc(F)c2)C1 (centres undefined) do in these assays?
Shiga inhibitor: -2.6; TbPYK inhibitor: -0.5%; AmpC no deterg: 53.8%; LmPK inhibitor: -3.1%; Pf growth 96h: inconclusive; Cycloheximide cs: -4.6; Pf growth 48h: inconclusive

How did CC1CCN(c2ccc3nnc(CCC(=O)N4CCN(c5ccc(F)cc5)CC4)n3n2)CC1 do in these assays?
Shiga inhibitor: -3.0; TbPYK inhibitor: 5.3%; AmpC no deterg: 122.1%[activator]; LmPK inhibitor: -2.2%; Pf growth 96h: -16.6%; Cycloheximide cs: -1.8; Pf growth 48h: 5.22µM*

(further entries)
Results for COc1ccc(S(=O)(=O)N(C)c2ccc(C(=O)N3CCCC3)cc2)cc1OC ?
Shiga inhibitor: 6.3; TbPYK inhibitor: -27.6%; AmpC no deterg: 50.0%; LmPK inhibitor: 1.3%; Pf growth 96h: 7.2%; Cycloheximide cs: -9.6; Pf growth 48h: -6.6%

Results for Cc1ccc(CN(C)C(=O)CCNS(=O)(=O)c2ccccc2)o1 ?
TbPYK inhibitor: -2.2%; AmpC no deterg: -6.8%; Pf growth 96h: 46.3%[activator]; Pf growth 48h: 3.7%

What do the screens show for `CSCCC1COC(c2cccs2)=N1` (centres undefined)?
Shiga inhibitor: 65.4*; TbPYK inhibitor: -6.6%; AmpC no deterg: -18.0%; LmPK inhibitor: 1.5%[11.5 µM]; Pf growth 96h: inconclusive; Cycloheximide cs: 38.8*; Pf growth 48h: 35.0%[activator]

Results for COc1ccc2[nH]c3c(=O)n(Cc4ccco4)cnc3c2c1 ?
Shiga inhibitor: 20.2; TbPYK inhibitor: 0.7%; AmpC no deterg: -22.0%; LmPK inhibitor: 3.2%; Pf growth 96h: 6.1%[5.75 µM]; Cycloheximide cs: 14.8; Pf growth 48h: 34.4%

Results for COc1cccc(-c2nc(NCc3ccco3)c3ccccc3n2)c1O ?
Shiga inhibitor: -16.2; TbPYK inhibitor: 2.6%; AmpC no deterg: -28.1%; LmPK inhibitor: 2.0%; Pf growth 96h: inconclusive; Cycloheximide cs: -2.3; Pf growth 48h: inconclusive

What do the screens show for `Cc1onc(-c2ccccc2)c1C(=O)/C=C/N(C)C`?
Shiga inhibitor: -8.0; TbPYK inhibitor: 1.1%; AmpC no deterg: -17.9%; LmPK inhibitor: 5.3%; Pf growth 96h: 20.9%; Cycloheximide cs: -1.3; Pf growth 48h: -2.1%

What do the screens show for `COc1ccc(N(CC(=O)NCc2ccc(C)cc2)S(=O)(=O)c2c(C)noc2C)cc1`?
Shiga inhibitor: -5.9; TbPYK inhibitor: -4.0%; AmpC no deterg: -16.9%; LmPK inhibitor: 0.9%; Pf growth 96h: 2.33µM*; Cycloheximide cs: -1.7; Pf growth 48h: inconclusive

How did COc1cccc(C(=O)CSc2nnc(-c3cc(OC)c(OC)c(OC)c3)o2)c1 do in these assays?
Shiga inhibitor: 7.5; TbPYK inhibitor: -1.0%; AmpC no deterg: 143.7%[activator]; LmPK inhibitor: 4.9%; Pf growth 96h: 26.6%; Cycloheximide cs: 0.6

What do the screens show for `CC1CC(C)CN(S(=O)(=O)c2ccc(NC(=O)CN3CCCCCC3)cc2)C1` (centres undefined)?
TbPYK inhibitor: -4.7%; AmpC no deterg: -3.0%; Pf growth 96h: inconclusive; Pf growth 48h: 7.38µM*

What do the screens show for `O=S(=O)(c1ccccc1)N1CCn2c(nc3ccccc32)C1`?
Shiga inhibitor: -6.3; TbPYK inhibitor: -2.0%; AmpC no deterg: -16.2%; LmPK inhibitor: 1.9%; Pf growth 96h: 16.4%; Cycloheximide cs: -3.3

What do the screens show for `CC(C)Oc1ccc(C2CNC(=O)C2)cc1` (centres undefined)?
Shiga inhibitor: -10.1; TbPYK inhibitor: 0.6%; AmpC no deterg: -7.9%; LmPK inhibitor: 9.5%; Pf growth 96h: inconclusive; Cycloheximide cs: -3.0

Results for CCn1nccc1C(=O)Nc1nc2ccccc2n1CCN1CCCCC1 ?
Shiga inhibitor: -11.2; TbPYK inhibitor: -0.2%; AmpC no deterg: -35.0%; LmPK inhibitor: 3.3%; Pf growth 96h: inconclusive; Cycloheximide cs: 3.6; Pf growth 48h: inconclusive

Results for COCCN(C(=O)c1ccc(-c2ccc(Cl)cc2)o1)c1c(N)n(CC(C)C)c(=O)[nH]c1=O ?
TbPYK inhibitor: 1.7%; AmpC no deterg: 138.3%[activator]; Pf growth 96h: inconclusive; Pf growth 48h: inconclusive

Results for CCN1C(=O)c2ccccc2S(=O)c2ccc(C(=O)NCc3ccc(OC)cc3)cc21 (centres undefined) ?
Shiga inhibitor: -9.0; TbPYK inhibitor: 0.0%&-18.3%; AmpC no deterg: 9.3%; LmPK inhibitor: -1.0%; Pf growth 96h: 2.5%; Cycloheximide cs: -3.0; Pf growth 48h: inconclusive
